High-throughput results from PubChem BioAssay.
CHO-K1 Ca antag = M1 antagonist counterscreen hit in parental CHO-K1 cells. ATP-induced calcium, Fluo-8 fluorescence. AID 602250. hit rate 0.6% among 360,000. inhibition, % at 3 µM;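 active = inhibition above a per-plate cutoff, the plate's mean sample inhibition plus 3 SD, cut at about 24% in these data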;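 also: 0% = DMSO plus EC80 ATP and 100% = DMSO alone without ATP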
TAAR1 ag = agonists of human TAAR1. CHO RD-HGA16 TAAR1, Fluo-8 calcium fluorescence; vehicle wells 0%, saturating PEA agonist 100%. activation, % at 3 µM. hit rate 0.99% among 360,000. AID 624467;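 active = activation above the mean activation of all test compounds in the run plus 3 SD, cut at about 38% in these data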
Target sequence (Q96RJ0 whole entry, looked up): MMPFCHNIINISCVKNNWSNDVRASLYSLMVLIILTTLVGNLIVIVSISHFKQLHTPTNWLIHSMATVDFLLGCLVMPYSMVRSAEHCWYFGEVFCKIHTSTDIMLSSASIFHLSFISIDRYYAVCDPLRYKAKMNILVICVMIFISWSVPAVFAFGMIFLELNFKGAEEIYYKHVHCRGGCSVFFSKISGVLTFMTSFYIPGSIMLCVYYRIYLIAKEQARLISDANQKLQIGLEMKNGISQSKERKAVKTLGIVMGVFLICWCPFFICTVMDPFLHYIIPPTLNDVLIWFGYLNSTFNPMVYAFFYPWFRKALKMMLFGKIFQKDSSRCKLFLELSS
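Test system: RD-HGA16 (CHO) cells co-expressing Gα16 and hTAAR1 / Benchmarks: DMSO vehicle as 0%, PEA at EC100 as 100% / Repeats: no replicates (n 1) / Measure: % activation from peak over basal fluorescence ratio, DMSO-to-PEA scaled / Timing: 17-24 h plating, Fluo-8 75 min 37 °C, 30 min RT / Technique: kinetic Fluo-8 calcium fluorescence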
OXTR potentiate = potentiates the human oxytocin receptor response; CHO-OTR cells, Fluo-8 calcium fluorescence, potentiator mode; 0% = oxytocin EC15, 100% = EC100; activation, % at 3 µM; hit rate 0.061% among 320,000; AID 2445;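 active = activation above that plate's cutoff, the mean activation of tested compounds plus 3 SD, cut at about 6.6% in these data, passing the limit was not always enough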;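 also: 100% uses oxytocin at 75 nM as the full agonist control; some results filed as inactive read as strong as hits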
Target sequence (P30559 whole entry, looked up): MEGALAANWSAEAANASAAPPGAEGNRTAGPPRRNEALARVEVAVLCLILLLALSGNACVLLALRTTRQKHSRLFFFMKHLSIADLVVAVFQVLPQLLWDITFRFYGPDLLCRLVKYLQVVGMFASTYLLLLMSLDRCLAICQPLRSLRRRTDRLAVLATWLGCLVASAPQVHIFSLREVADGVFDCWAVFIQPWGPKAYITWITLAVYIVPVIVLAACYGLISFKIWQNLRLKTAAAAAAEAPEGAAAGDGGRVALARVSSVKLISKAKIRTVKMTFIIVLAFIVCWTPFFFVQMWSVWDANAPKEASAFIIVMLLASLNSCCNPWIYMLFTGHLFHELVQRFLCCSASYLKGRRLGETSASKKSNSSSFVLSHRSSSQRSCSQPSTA
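Material: human OTR in CHO cells. Compound: 3.0 µM, one dose. Timing: compound 6 min at room temperature before oxytocin, 100 s read. Evaluation: % activation of max/min ratio relative to oxytocin controls. Replication: single well per compound, singlicate. Signal: Fluo-8 calcium dye fluorescence.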
CHO parental Ca = counter-screen for OX1R antagonists: effect in parental CHO cells; parental CHO-K1, ATP-induced calcium, Fluo-8 fluorescence; inhibition, % at 5.6 µM; hit rate 0.63% among 330,000; AID 463079;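 active = inhibition above that plate's mean sample inhibition plus 3 SD, cut at about 26% in these data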;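 also: 0% = ATP-challenged DMSO wells and 100% = DMSO wells without ATP; some compounds past the cut are filed as inactive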
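Test system: untransfected parental CHO cell line. Compound: one dose, 5.6 µM nominal. Detection: intracellular calcium via Fluo-8 no-wash fluorescent dye. Measure: % inhibition. Benchmarks: ATP-challenged DMSO wells low, unchallenged DMSO wells high.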
M1 ag parental = nonselective activator or artifact in parental CHO-K1 cells | Fluo-8 calcium fluorescence; scaled to maximal ATP response, vehicle zero | activation, % at 3 µM | hit rate 0.48% among 360,000 | AID 602248; in the data active = activation above about 15%;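 also: untransfected CHO-K1 host cells lacking M1 receptor as counterscreen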
CHRM1 agonist = activates human CHRM1 receptor. hit rate 0.33% among 360,000. CHO-K1 hM1, Fluo-8 calcium fluorescence, agonist mode; 0% DMSO, 100% acetylcholine EC100. AID 588814. activation, % at 3 µM. P11229;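 active = activation above the run's mean compound activation plus 3 SD, cut at about 16% in these data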;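 also: peak over basal fluorescence ratio within a 140 s kinetic read after compound addition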
TAAR1 antag = antagonists of human TAAR1. inhibition, % at 3 µM. CHO RD-HGA16 TAAR1, Fluo-8 calcium fluorescence, antagonist. Q96RJ0. AID 624466. hit rate 1.5% among 360,000;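 active = inhibition above a per-plate cutoff, the mean inhibition of test compounds on that plate plus 3 SD, cut at about 49% in these data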;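 also: 0% = DMSO plus EC80 beta-PEA response and 100% = DMSO alone without agonist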
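Test system: CHO RD-HGA16 cells bearing hTAAR1 | Reagent: β-PEA, EC80 | Compound dosing: 3 µM, single point | Schedule: Dye loading 75 min at 37 °C, then 30 min room temperature | Signal: Calcium fluorescence with Fluo-8 | Evaluation: Percent inhibition of PEA-evoked calcium signal, max/basal emission ratio | Control set: DMSO-only wells and EC80 β-PEA-stimulated wells | Repeats: Singlicate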
M1 PAM parental = counter-screen for M1 PAMs: effect in parental CHO-K1 cells; activation, % at 3 µM; hit rate 0.02% among 360,000; ATP EC20, Fluo-8 calcium fluorescence; 0% at ATP EC20, 100% at ATP max;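 active = activation above the run cutoff, the mean activation of all test compounds plus 3 SD, cut at about 40% in these data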;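 also: peak over basal fluorescence ratio in a 140 s read after ATP addition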
M1 antag = antagonists of human M1 muscarinic receptor; CHO-K1 hM1, Fluo-8 calcium fluorescence, ACh EC80 antagonist; hit rate 1.3% among 360,000; AID 588852; inhibition, % at 3 µM;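 active = percent inhibition above its own plate's cutoff, namely the mean of that plate's compound wells plus 3 SD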;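 also: peak over basal fluorescence ratio during 140 s after agonist addition; 0% = ACh EC80 plus DMSO and 100% = DMSO alone without agonist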
Active calls of the source: *; nt = not tested or not shown.

Every second line gives: CHO-K1 Ca antag	TAAR1 ag	OXTR potentiate	CHO parental Ca	M1 ag parental	CHRM1 agonist	TAAR1 antag	M1 PAM parental	M1 antag
CCCCc1nc2cc(C(=O)NCc3cc(C)n(C)n3)ccc2o1
 : -19	0	-17	-11	-0.1	-2	-36	20	-14
O=C(NCC(F)(F)F)c1cc2c(c(-c3cccc(-c4ccccc4F)c3)n1)[C@@H](CCO)N(C(=O)CC1CC1)C2
 : -2	1	nt	nt	1.8	nt	17	-12	nt
CCCCC(OC(=O)CN1C(=O)COc2ccccc21)C(=O)NC1CCCCC1 (stereo not drawn)
 : -19	5	-3	-10	1.9	-6	-14	13	-19
Cn1cncc1C#Cc1c(C=O)n(C)c2ccccc12
 : -8	7	4	-5	-0.9	-5	-3	6	-4
CCCC(=O)NNC(=O)CCC(=O)Nc1ccccc1Cl
 : -16	6	-1	13	-0.6	-3	-18	17	-18
O=C(Nc1ccc(S(=O)(=O)Nc2nccs2)cc1)c1nn(-c2ccc(F)cc2)ccc1=O
 : -1	2	3	-8	-0.4	-2	-13	4	-14
CCOC(=O)c1[nH]c2ccccc2c1NC(=S)Nc1cccc(C)c1
 : 6	2	-1	-15	0.3	-6	-5	17	-9
O=C(/C=C/c1ccccc1)NNC1=NS(=O)(=O)c2ccccc21
 : 23	-1	-9	8	-0.3	-4	20	-8	7
COc1ccc(CCNc2cc(=O)[nH]c(N)n2)cc1
 : -21	nt	-3	-4	-0.1	-3	nt	0	21
COc1ccc(CCN2CC(C(=O)N(C)Cc3ccc4nsnc4c3)CCC2=O)cc1 (stereo not drawn)
 : -3	1	5	-11	2.4	-4	-36	6	-8
CSc1ccc(C(=O)C2CCCN(C(=O)CCCn3cncn3)C2)cc1 (stereo not drawn)
 : -7	0	-16	-39	3.5	-2	1	16	0
Cc1ccc(NC(=O)c2cc3nc(C)cc(C)n3n2)cc1
 : -15	-1	-2	-16	-0.1	-4	-7	3	-11
O=C(COC(=O)c1ccccc1SCC(=O)N1CCCC1)NC1CCS(=O)(=O)C1 (stereo not drawn)
 : -7	1	13	-9	0.2	-1	-4	8	-9
O=C(Nc1ccc(S(=O)(=O)Nc2ccccn2)cc1)c1ccc(Cl)cc1Cl
 : -7	-3	-8	-4	0.0	-4	5	31	-5
CCN(CC)CC#CCOC(c1ccccc1)c1ccccc1
 : -15	3	-4	-19	0.8	-5	-19	24	94*

Two of these compounds in another layout:
Molecule	CHO-K1 Ca antag	TAAR1 ag	OXTR potentiate	CHO parental Ca	M1 ag parental	CHRM1 agonist	TAAR1 antag	M1 PAM parental	M1 antag
COc1ccc(CCNc2cc(=O)[nH]c(N)n2)cc1	-21	nt	-3	-4	-0.1	-3	nt	0	21
COc1ccc(CCN2CC(C(=O)N(C)Cc3ccc4nsnc4c3)CCC2=O)cc1 (stereo not drawn)	-3	1	5	-11	2.4	-4	-36	6	-8

Later entries
Every second line gives: CHO-K1 Ca antag	TAAR1 ag	OXTR potentiate	CHO parental Ca	M1 ag parental	CHRM1 agonist	TAAR1 antag	M1 PAM parental	M1 antag
O=C(NCc1nnnn1-c1ccccc1)c1ccc2ccccc2c1
 : -3	2	nt	nt	0.9	-1	-13	-5	9
O=S(=O)(CCNCc1ccco1)NC1CCCCC1
 : -9	-1	nt	nt	0.8	-5	-7	16	-15
Cc1nn(C)cc1-c1n[nH]c(=S)n1-c1ccc(F)cc1
 : -3	2	0	8	4.5	4	-20	16	7
COc1ccc(-n2nc(C(=O)NCC(=O)N3CCCCCC3)c3ccccc3c2=O)c(OC)c1
 : -4	0	1	-14	0.3	2	-8	11	-2
COc1ccccc1NC(=S)NNC(=O)c1cc(C)nn1C
 : 5	2	1	-2	1.7	3	-19	10	-14
COc1cccc(CN2CCNC(=O)C2CC(=O)O)c1OC (stereo not drawn)
 : 9	2	-1	-5	0.3	-2	-15	6	-12
COC(=O)c1[nH]nc2c1C(=O)N(Cc1ccccc1)C2=O
 : -1	9	-9	0	0.1	-2	-8	10	-18
CCOc1ccc(CN(C)CC(=O)NCc2ccc(F)cc2)cc1
 : -6	-3	-9	-21	-0.4	-5	2	2	-11
CNc1ccc(/C=C/C(=O)c2ccc(C)cc2)cc1[N+](=O)[O-]
 : -3	-1	-9	-22	0.3	-7	-15	18	-3
Cc1ccc(CC2(c3ccccc3)NC(=O)NC2=O)cc1 (stereo not drawn)
 : -11	0	nt	nt	0.1	-3	-13	19	-19
Cc1ccc(NC(=O)CCc2ccccc2)cc1C
 : -4	0	nt	nt	0.5	-7	-8	10	-2
COc1cc2c(cc1OC)C(c1cccc(Br)c1)NC(=O)C2 (stereo not drawn)
 : -5	8	nt	nt	0.7	3	-5	6	-8
CCOC(=O)c1sc(Nc2ccccc2)nc1C
 : -29	12	-14	17	0.2	-5	-11	31	-7
O=C1CSC(c2ccccn2)N1c1ccc(F)cc1F (stereo not drawn)
 : -5	0	-6	-10	1.2	-4	2	3	-3
C=CCn1c(CCNC(=O)C(C)(C)C)nc2ccccc21
 : -4	2	-10	-17	0.4	-3	1	12	-5

The final 2 records of the section above lead into the next:
Every second line gives: CHO-K1 Ca antag	TAAR1 ag	OXTR potentiate	CHO parental Ca	M1 ag parental	CHRM1 agonist	TAAR1 antag	M1 PAM parental	M1 antag
O=C1CSC(c2ccccn2)N1c1ccc(F)cc1F (stereo not drawn)
 : -5	0	-6	-10	1.2	-4	2	3	-3
C=CCn1c(CCNC(=O)C(C)(C)C)nc2ccccc21
 : -4	2	-10	-17	0.4	-3	1	12	-5
COc1ccc(C(=O)/C=C/C(=O)N(Cc2ccc(F)cc2)C(C(=O)NC2CCCCC2)c2ccncc2)c(O)c1 (stereo not drawn)
 : -2	nt	-1	-24	0.9	-9	nt	11	0
Cc1ccc(C(C)(C)NC(=O)C2CCC(=O)N(Cc3ccccc3F)C2)cc1 (stereo not drawn)
 : -9	3	-6	1	1.5	-1	-14	12	-3
O=c1c2ccccc2nc2n1CCCN2
 : -3	7	-6	15	-0.3	-5	-17	19	-7
O=C(CCNS(=O)(=O)c1ccc2c(c1)CCC(=O)N2)NCc1ccc2c(c1)OCO2
 : -11	8	-11	5	-0.4	-2	-4	8	-18
Cc1cccc[n+]1C1C(c2ccccc2)C(C#N)=C(C(=C=[N-])C#N)NC1(O)C1CC1 (stereo not drawn)
 : -7	nt	-8	-5	1.2	-4	nt	19	-6
Cc1ccc(Nc2nc(-c3cccnc3)cs2)cc1C
 : -11	3	-10	-32	-1.2	-7	-7	-1	-11
NC1(C(=O)O)CCCCC1c1ccccc1 (stereo not drawn)
 : -6	6	nt	nt	0.6	0	-18	8	-15
COc1cc(C(CCN2CCOCC2)c2c(OC)cc(OC)c3c(C)cc(=O)oc23)cc(OC)c1OC (stereo not drawn)
 : -12	6	-9	-13	0.1	-5	5	5	-8
C=CCN1C(=O)C(Cc2ccccc2)SC1=Nc1ccc(C(=O)O)cc1 (stereo not drawn)
 : -5	0	-7	7	1.8	-6	18	21	7
CC1CC(C)CN(S(=O)(=O)c2cc3c4c(c2)CCN4C(=O)CC3)C1 (stereo not drawn)
 : -5	1	-6	-7	0.8	-5	12	13	-11
C[n+]1ccc(C(=O)N/N=C/c2ccco2)cc1
 : 0	13	-4	-2	-0.2	-3	-6	14	0
OC1CCC(Nc2ccn3nc(-c4cccc(Cl)c4)cc3n2)CC1 (stereo not drawn)
 : -7	11	nt	nt	3.4	-1	-15	15	-3
CC(C)Sc1nc2c(cnn2-c2ccc(F)cc2)c(=O)[nH]1
 : 3	0	-4	-11	0.1	-2	-32	6	-12
COc1cccc(C(C)(O)c2nc(-c3csc4ccccc34)cs2)c1 (stereo not drawn)
 : -5	-1	nt	nt	0.3	-3	24	6	9
CCOC(=O)C1=C(C)N(C)C(=O)NC1c1cccc(O)c1 (stereo not drawn)
 : -1	6	-6	-23	0.4	-3	4	18	-22
CCOc1ccc(C(C)NC(=S)NCc2ccc(F)cc2)cc1 (stereo not drawn)
 : 1	14	-15	0	23*	2	4	-5	15
O=C(c1ccncc1)N1CCN(c2cccc(C(F)(F)F)c2)CC1
 : -9	3	-24	-11	1.5	-4	5	18	-5
O=C(Nc1ccccc1)Nc1cccc(Cl)c1Cl
 : -8	0	-6	-22	6.8	-7	16	12	-1
Cn1c(SCC(=O)Nc2cccc(S(=O)(=O)NC3=NCCCCC3)c2)nnc1-c1ccccc1
 : 4	17	-8	-6	0.1	-2	-11	-13	21
CCCCNc1ccc(C(CC(N)=O)NC(=O)c2cc(C)cc(C)c2)cc1[N+](=O)[O-] (stereo not drawn)
 : -16	6	-5	-3	0.6	-3	-2	24	-17
COc1cc(CNCc2ccc(OC)cc2OC)cc(OC)c1
 : 6	2	-11	-18	3.6	-4	18	8	-10
COc1cc(C(=O)OCC(=O)N2CCN(S(=O)(=O)c3ccc(C)cc3C)CC2)c([N+](=O)[O-])cc1OC
 : -7	7	nt	nt	4.0	-6	31	-5	6
O=C(CCCC(=O)NN=Cc1ccccc1Cl)NN=Cc1ccccc1Cl
 : -14	1	nt	nt	-1.0	-4	51*	-2	-2
CCCCn1nnc(NC(=O)c2ccc(-c3ccccc3[N+](=O)[O-])o2)n1
 : -13	2	-9	-22	1.6	-6	28	26	-12
